p97 inhibitor: blocks human p97 ATPase activity. P55072. 220,000 compounds, 0.42% hits. recombinant p97 ATPase, Kinase-Glo ATP luminescence, 3 h. inhibition, % at 8 µM; in the data active = inhibition above about 15%;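 note: 0% = DMSO vehicle and 100% = wells lacking enzyme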
KCC2 mod: modulates chloride dependent transport by human KCC2 | Q9H2X9 | KCC2 cells, thallium flux FluoZin-2 fluorescence | B-score of Tl+ flux slope (higher = more flux/activation; lower = inhibition) at 10 µM | 190,000 compounds, 2.2% hits;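 active = thallium flux slope and its plate-corrected score both differing from the plate sample mean at a set confidence after two filtering rounds, in either direction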;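 note: slope of fluorescence scaled to starting intensity during 10 to 20 s after thallium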
Target sequence (Q9H2X9 whole entry, looked up): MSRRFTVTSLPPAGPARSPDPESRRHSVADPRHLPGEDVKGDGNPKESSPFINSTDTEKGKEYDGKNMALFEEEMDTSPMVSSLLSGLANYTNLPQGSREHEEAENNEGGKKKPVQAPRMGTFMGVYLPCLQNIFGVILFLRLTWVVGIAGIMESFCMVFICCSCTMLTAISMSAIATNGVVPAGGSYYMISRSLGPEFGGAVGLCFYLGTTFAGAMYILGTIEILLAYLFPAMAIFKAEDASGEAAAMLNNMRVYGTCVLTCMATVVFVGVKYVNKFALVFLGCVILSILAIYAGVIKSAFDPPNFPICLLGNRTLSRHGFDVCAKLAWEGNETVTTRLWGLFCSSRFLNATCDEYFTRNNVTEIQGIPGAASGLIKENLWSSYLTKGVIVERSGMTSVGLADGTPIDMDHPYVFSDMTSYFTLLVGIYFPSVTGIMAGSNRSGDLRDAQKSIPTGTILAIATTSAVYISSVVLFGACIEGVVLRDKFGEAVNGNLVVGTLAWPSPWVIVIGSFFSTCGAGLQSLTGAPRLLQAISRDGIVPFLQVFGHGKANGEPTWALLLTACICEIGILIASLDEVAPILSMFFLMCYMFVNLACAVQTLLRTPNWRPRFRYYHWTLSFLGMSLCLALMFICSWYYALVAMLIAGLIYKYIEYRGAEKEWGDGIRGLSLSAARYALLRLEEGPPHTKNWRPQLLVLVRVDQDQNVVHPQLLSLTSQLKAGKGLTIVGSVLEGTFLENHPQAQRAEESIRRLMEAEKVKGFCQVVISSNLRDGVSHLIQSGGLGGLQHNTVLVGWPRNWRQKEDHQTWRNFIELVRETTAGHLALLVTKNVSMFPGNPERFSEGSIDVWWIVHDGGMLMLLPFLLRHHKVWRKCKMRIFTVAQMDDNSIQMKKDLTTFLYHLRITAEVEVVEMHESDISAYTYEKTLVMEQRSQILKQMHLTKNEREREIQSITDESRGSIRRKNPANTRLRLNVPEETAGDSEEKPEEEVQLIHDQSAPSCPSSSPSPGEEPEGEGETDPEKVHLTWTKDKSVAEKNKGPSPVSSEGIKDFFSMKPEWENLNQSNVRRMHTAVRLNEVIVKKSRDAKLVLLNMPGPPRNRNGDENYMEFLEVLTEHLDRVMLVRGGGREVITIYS
Wee1 degr inh: blocks degradation of human Wee1 kinase. P30291. HeLa Luc-Wee1K328M stability, luciferase luminescence; 100% = proteasome inhibitor MG132 effect. reporter increase, % at 5 µM. 220,000 compounds, 1.2% hits;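 active = activation above the mean of all tested compounds plus 3 SD, set per screening run, cut at about 8.8% in these data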;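 note: cells exposed to compound for 20 h before luminescence read; 0% = DMSO alone and 100% = MG132 at 30 µM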
PERK inhibitor: blocks human PERK kinase; Q9NZJ5; CHO PERK-DD fusion, SEAP luminescence translation reporter; inhibition, % at 5.6 µM; 220,000 compounds, 0.17% hits;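 active = inhibition above the mean inhibition of all tested compounds plus 3 SD, set separately per screening campaign, cut at about 2.9% in these data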;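 note: PERK kinase domain activated by AP20187 dimerizer at 100 nM; 0% = DMSO with dimerizer and 100% = rapamycin at 8.4 µM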
Furin inh: blocks human furin protease activity; 220,000 compounds, 0.061% hits; inhibition, % at 30 µM; AID 463115; purified furin, fluorogenic substrate cleavage; in the data active = inhibition above about 25%; note: inactives centre near -15
KLK5 inh: kallikrein 5 (human) inhibition. Q9Y337. AID 873. recombinant hK5, fluorogenic AMC substrate cleavage. inhibition, % at 5 µM. 210,000 compounds, 0.59% hits;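 active = inhibition of 40% or more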;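 note: 0% = enzyme controls without compound and 100% = no-enzyme blanks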
FXIa inh 1536: blocks human coagulation factor XIa protease activity; P03951; purified FXIa, Boc-Glu-Ala-Arg-AMC fluorogenic substrate; inhibition, % at 5 µM; 220,000 compounds, 0.14% hits; AID 798;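 active = inhibition of at least 40%; inactive = inhibition below 40%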;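 note: fluorescence of freed AMC excited at 355 nm; 0% = enzyme without compound and 100% = no enzyme blank; many of its hits are not listed in these tables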
Thrombin inh: inhibitors of human thrombin; alpha-thrombin, Boc-VPR-AMC fluorogenic substrate cleavage; inhibition, % at 5 µM; 220,000 compounds, 0.26% hits; AID 1046;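 active = inhibition at or above 40%; inactive = inhibition below 40%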;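 note: 0% = enzyme with no compound and 100% = wells without enzyme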
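Test system: human alpha-thrombin; medium: pH 7.5 Tris-saline with Tween 20; times: reaction at room temperature; signal: AMC fluorescence at 355 nm excitation and 460 nm emission; also added: Boc-VPR-AMC substrate, 15 µM final; dosing: one concentration per compound, 5 µM, with 0.2% DMSO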
FXIIa inh 1536: factor XIIa (human) inhibition; purified FXIIa, Boc-QGR-AMC fluorogenic substrate, 2 h; inhibition, % at 5 µM; 220,000 compounds, 0.3% hits; AID 800; in the data active = inhibition above about 40%;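 note: 0% = enzyme with no compound and 100% = blank without enzyme; many of its hits are not listed in these tables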
* marks the source's active call; other numbers are inactive results; i = inactive; / = not tested or not shown; [ ] = dose if it differs, or a comment.

SMILES	p97 inhibitor	KCC2 mod	Wee1 degr inh	PERK inhibitor	Furin inh	KLK5 inh	FXIa inh 1536	Thrombin inh	FXIIa inh 1536
CC1(C)CC(=O)C(C=NCCCO)=C(O)C1	3	/	3	0.0	-6	-20	6	-1	10
Cc1noc2ncnc(Oc3cc(Cl)ccc3Cl)c12	1	-1.9	0	-0.1	-20	-9	1	2	3
O=C(COC(=O)Cc1cccc2ccccc12)Nc1ccccc1-c1ccccc1	1	0.38	-2	1.9	-7	-5	6	-4	7
CCC(Sc1nc2cc(OC)c(OC)cc2c(=O)n1Cc1ccc(OC)cc1)C(=O)NCCOC (stereo unspecified)	-2	0.56	0	0.3	-18	/	2	-7	6
Cc1ccc(C(=O)C[n+]2cccc(C(N)=O)c2)cc1	7	/	-1	1.2	-20	-4	-4	-8	1
c1ccc(-c2noc(CC3CCCCC3)n2)nc1	5	0.55	-2	1.1	-14	-1	-3	-2	2
CSc1ccc(CN2CCCC(CO)(Cc3ccccc3)C2)cc1 (stereo unspecified)	2	-0.67	2	0.0	-20	2	-1	-19	9
O=[N+]([O-])c1ccc(COn2nnc3ccccc32)cc1	1	-0.3	-2	0.3	-24	-2	-6	-5	3
CC1(C)NC(=O)N(CN2C(=O)NC(C)(C)C2=O)C1=O	2	-0.12	-1	0.7	-16[20 µM]	1	4	2	12
COCCC(=O)NC12CC3CC(CC(C3)C1)C2	-3	0.19	0	0.3	-8[20 µM]	1	4	4	19
COc1ccccc1NC(=O)C(C/C=C(/C)Cl)C(C)=O (stereo unspecified)	-6	2.5	-1	-0.8	-14[20 µM]	-8	0	-4	6
O=C(NC(=S)Nc1ccc(NC(=O)c2cccs2)cc1)c1cc2ccccc2o1	1	0.99	7	0.7	-6	-14	7	-6	6
Cc1c(NC(=O)NCCN2C(=O)C3C4C=CC(C4)C3C2=O)c(=O)n(-c2ccccc2)n1C (stereo unspecified)	-6	-2.6	2	-0.8	-14	-6	-4	10	3
COC(=O)CSc1ccc(S(=O)(=O)N2CCCCCC2)cc1[N+](=O)[O-]	5	-0.53	-2	0.6	-15	-2	-1	-6	4
CCOC(=O)c1nc2cc3n(c(CC(C)C)c-2c1C)CC(C)=C3C	0	-0.16	-1	-0.2	-34[20 µM]	-18	8	2	15
CCc1ccc(CN2CCCC(CCC(=O)N3CCN(c4ccccn4)CC3)C2)o1 (stereo unspecified)	4	-0.082	5	-1.1	-13	1	3	2	5
CC(C)(C)c1ccc(S(=O)(=O)CC(O)CSc2nc3c(cc2C#N)CCCC3)cc1 (stereo unspecified)	-2	-0.53	1	-0.2	-13[20 µM]	-4	6	4	16
CCN1C(=O)C(CC(=O)Nc2ccccc2)S/C1=N\c1ccccn1 (stereo unspecified)	0	0.15	-1	1.7	-9	4	-10	2	0
CC(=O)c1cc(-c2ccccc2)n(CC(=O)NC(C)(C)C)c1C	2	0.9	6	-0.1	-28	-5	1	8	8
CCN1C(=O)/C(=C/N2CCc3ccccc32)SC1=S	0	i	-1	0.5	-4[20 µM]	0	4	6	13
CC(=O)c1ccc(NC(=O)Nc2ccc(Cl)cc2)cc1	-5	0.31	1	0.5	-16[20 µM]	-5	1	-6	7
CCOC(=O)c1nnn(-c2nonc2N)c1-c1ccc(C)cc1	0	0.15	1	-0.1	-10[20 µM]	3	-1	-1	20
CN(C)c1cccc(C(=O)NCc2ccccc2)c1	3	-1.2	-3	1.2	-20	1	4	0	12
C=CCn1c(-c2cccc(OCC)c2)n[nH]c1=S	1	0.87	-1	-0.7	-26	10	-4	-4	10
CN1C(=O)Cc2cc(S(=O)(=O)N3CCOCC3)ccc21	-7	/	4	0.0	-5	-3	5	0	17
O=C(O)c1cn(-c2ccccc2)nc1-c1ccncc1	0	-0.14	0	1.4	-19[20 µM]	6	2	4	12
COc1cccc(NC(=O)CNC(C)CCC(C)C)c1 (stereo unspecified)	-4	/	-5	0.0	-17	-18	-3	1	-5
N#Cc1nc(COc2ccc(Cl)cc2)oc1N1CCCCCC1	0	/	2	-0.2	-11	4	7	1	11
Cc1nc2cc(N3CCCCC3)c(NC(=O)c3ccncc3)cc2c(=O)n1Cc1ccc(Cl)cc1	3	2.8	2	-0.6	-16[20 µM]	4	17	0	36
Cc1onc(C(=O)NCc2cccs2)c1[N+](=O)[O-]	2	1.1	0	1.6	-30	/	1	2	11
CN1CCN(C(=O)c2cc(COc3c(F)cccc3F)on2)CC1c1ccccc1 (stereo unspecified)	-4	-4*	-2	0.3	-23	1	-1	12	11
CN(CCO)CCOCCOc1cccc2ccccc12	3	0.22	0	0.8	-21	-1	-4	-5	8
Cc1ccc(S(=O)(=O)CC(=O)Nc2c(C)n(C)n(-c3ccccc3)c2=O)cc1	1	1.1	0	0.6	-19	5	0	46*	8
CC(C)(C)c1ccc(/C=C2\SC(=O)N(CCNC(=O)c3cccc(S(=O)(=O)N4CCOCC4)c3)C2=O)cc1	0	-0.059	0	0.2	-12	-4	1	-6	4
Cc1cc(C)c2nc(N3CCCN(C(=O)c4ccco4)CC3)c(C#N)cc2c1	11	/	-2	-0.6	-6	11	-10	-6	-2
O=C(Nc1ccccc1N1CCN(c2ccc(F)cc2)CC1)C1CCCCC1	6	/	-1	2.1	-11	12	5	5	13
O=C(OCc1ccccc1)c1cn(-c2ccccc2)nc1-c1ccncc1	-9	0.37	-1	-1.3	-14[20 µM]	13	-1	-2	9
COc1ccc(C(=O)C2CCCN(C(=O)c3noc4c3CCCC4)C2)cc1F (stereo unspecified)	4	-0.016	1	1.0	-24	/	-1	0	6
Cc1ccc(Sc2c(C)nn(C(=O)C3CC3)c2C)cc1	-1	-0.0053	0	0.3	-16	-5	-6	-8	3
O=C1NC(c2ccc(Cl)cc2)=COc2ccccc21	0	-0.023	0	0.9	-13	-2	-4	0	8
COc1cc(NS(=O)(=O)c2cc(C)ccc2OC)c(OC)cc1Cl	1	/	0	-0.3	-13[20 µM]	39	10	31	37
Cc1cc(C)cc(-n2nc(C)cc2N)c1	-4	0.0031	-1	-0.8	-16[20 µM]	4	0	-1	9
CCC(=O)Nc1ccc(N2CCCCC2)c(C(=O)Nc2ccccc2C)c1	-7	0.00068	2	-0.3	-16[20 µM]	4	4	1	17
CCN=C1S/C(=C\c2ccc(OCC)c(OC)c2)C(=O)N1CC	-1	-0.02	-1	0.0	-8	-6	2	-3	11
COc1ccc(F)cc1C(=O)C1CCCN(Cc2cn(C)c3ccccc23)C1 (stereo unspecified)	-7	0.38	-1	-0.5	9	19	20	30	18
Cc1cccc(NC(=S)N/N=C/c2ccc([N+](=O)[O-])s2)c1	1	1.3	0	-1.8	-7[20 µM]	-8	3	4	6
O=c1[nH]c2ccc(Cl)cc2c(-c2ccccc2)c1CN1CCOCC1	1	-1	-1	-0.5	-2	-1	-1	2	15
COC(=O)[C@@H](NC(=O)Nc1ccc(C(C)=O)cc1)C(C)C	7	1.2	-1	0.9	-11	2	-3	-5	8
CCCCOc1ccccc1Cn1c(=O)oc2ccc(C)cc21	-3	-0.32	-1	0.9	-18[20 µM]	-10	0	0	7
COC(=O)c1sc2nc(SCc3ccccc3C#N)n(N)c(=O)c2c1C	5	0.56	-1	0.9	-8	-11	7	-10	12
Oc1ccc2ccccc2c1CN1CCOCC1	11	-0.18	5	1.8	-27	4	12	0	7
C=CCN1C(=O)CS/C1=N\S(=O)(=O)c1ccc(Cl)cc1	-2	1.2	-1	0.8	-19	-8	-1	-6	-3
CC1CCc2nn(CC(=O)NCc3ccc(F)cc3)cc2C1 (stereo unspecified)	2	-0.57	0	1.1	-24	-6	-7	-8	-1
Nc1nc(SCC(=O)Nc2ccccc2)nc2nc3c(cc12)CCCC3	2	-1	-2	-0.2	-17	-14	21	2	24
CC(C)CNC(=O)c1cccc(NC(=O)CSc2ccccc2)c1	-1	-0.74	-2	1.0	-22	-4	-1	-15	8
COc1cc(Cl)c(C)cc1NC(=O)COc1ccccc1[N+](=O)[O-]	3	-0.34	1	-0.8	-12	11	7	1	11
CC12CCC(=O)N1c1ccccc1C(=O)N2c1ccccc1 (stereo unspecified)	4	/	1	0.1	-16[20 µM]	-8	5	3	19
CC1C/C(=N/N2C(=O)CSC2=S)CC(C)(C)C1 (stereo unspecified)	-4	2.5	0	0.8	-18[20 µM]	-41	8	-2	-1
CC(COc1cccc2ccccc12)CN1CCN(C)CC1 (stereo unspecified)	2	0.27	-3	-0.2	-14	-28	5	0	6
CS(=O)(=O)N1CCc2cc(S(=O)(=O)Nc3ccc4oc5c(c4c3)CCCC5)ccc21	7	-2	-3	-0.2	-16[20 µM]	14	4	-2	10

Entries of single compounds from above. Order of screens: p97 inhibitor, KCC2 mod, Wee1 degr inh, PERK inhibitor, Furin inh, KLK5 inh, FXIa inh 1536, Thrombin inh, FXIIa inh 1536
`Nc1nc(SCC(=O)Nc2ccccc2)nc2nc3c(cc12)CCCC3` reads 2, -1, -2, -0.2, -17, -14, 21, 2, 24
`Oc1ccc2ccccc2c1CN1CCOCC1` reads 11, -0.18, 5, 1.8, -27, 4, 12, 0, 7

(more compounds)
SMILES	p97 inhibitor	KCC2 mod	Wee1 degr inh	PERK inhibitor	Furin inh	KLK5 inh	FXIa inh 1536	Thrombin inh	FXIIa inh 1536
O=C(CC1C(=O)NCCN1Cc1ccoc1)NCCc1ccc(Cl)cc1 (stereo unspecified)	-1	0.0088	5	0.8	-26	1	0	-3	10
O=C(Nc1cccc(F)c1)c1c(O)c2cccc3c2n(c1=O)CCC3	18*	/	2	0.2	-11	1	-1	8	3
CCc1nnc(NC(=O)CSc2nc(SC)ns2)s1	-1	-0.00036	-2	0.0	-18	-3	-8	-14	0
O=C1CCCc2c1[nH]c1c(Br)cccc21	4	/	-3	1.0	-11	11	-9	-3	-6
CCc1cccc2c(C(=O)C(F)(F)F)cn(CC(=O)NCC3CCCO3)c12 (stereo unspecified)	2	-0.27	1	0.6	-3	-10	-6	0	0
Cn1c(-c2ccc(F)cc2)cnc1NCc1ccccc1	0	-0.13	-1	-0.6	-20[20 µM]	-15	-1	0	4
Nc1cc(C(F)(F)F)ccc1N1CCOCC1	-1	-1	2	-0.3	-14	2	3	-2	7
Cc1c(C)n(C(=O)CSc2ncn[nH]2)c2ccccc12	5	-0.63	-2	0.7	-26	0	-5	-3	7
CC(C)(C)NC(=S)NCc1ccco1	6	-0.03	-3	0.4	-1	-3	4	-16	4
O=C(CSc1ncn[nH]1)N1N=C2/C(=C/c3ccccc3)CCCC2C1c1ccccc1 (stereo unspecified)	3	1.7	1	-1.0	-21	-3	3	-10	5
COc1cccc(C2c3c(-c4cc(Cl)c(C)cc4O)n[nH]c3C(=O)N2Cc2cccnc2)c1 (stereo unspecified)	2	-0.79	-1	-1.1	-5[20 µM]	-5	-6	-3	10
Cc1cc(N2CCCC2=O)cc(C)c1CN1C(=O)c2ccccc2C1=O	3	-0.019	3	0.6	-15[20 µM]	-13	1	-3	8
CC1CCCN(CCOc2ccc3ccccc3c2Br)C1 (stereo unspecified)	0	0.11	-3	-0.6	-30	-19	-16	3	0
COc1ccc(C(=O)Nc2ncc(C)s2)cc1S(=O)(=O)N1CCCC1	0	-0.52	-1	-0.3	-6	30	7	32	20
CCOC(=O)N1CCN(CC(=O)c2c[nH]c3ccc(F)cc23)CC1	0	-0.51	2	0.0	-13[20 µM]	12	-2	-3	15

Entries listed so far printed as active in KCC2 mod:
SMILES	p97 inhibitor	KCC2 mod	Wee1 degr inh	PERK inhibitor	Furin inh	KLK5 inh	FXIa inh 1536	Thrombin inh	FXIIa inh 1536
CN1CCN(C(=O)c2cc(COc3c(F)cccc3F)on2)CC1c1ccccc1 (stereo unspecified)	-4	-4*	-2	0.3	-23	1	-1	12	11

Rows were taken by chance; about 4.4% have a hit in one of these screens.
